# GLP-1R inv ag: GLP-1 receptor (human) inverse agonism. actives 1.6% (n = 410,000). Potency, µM (series often up to 38.3 µM), inactives show at the highest dose activity change, negative = inhibition, usual class: inhibitors. HEK293 GLP-1R CRE-luciferase, luminescence, 24 h; GLP-1R form is constitutively active; further: potency means the concentration at half of the fitted maximal effect; on the % scale 0 is the no-effect control and ±100 the full control effect; nearly all actives have a fitted effect of over 55% in size
# Target sequence (P43220 whole entry, looked up): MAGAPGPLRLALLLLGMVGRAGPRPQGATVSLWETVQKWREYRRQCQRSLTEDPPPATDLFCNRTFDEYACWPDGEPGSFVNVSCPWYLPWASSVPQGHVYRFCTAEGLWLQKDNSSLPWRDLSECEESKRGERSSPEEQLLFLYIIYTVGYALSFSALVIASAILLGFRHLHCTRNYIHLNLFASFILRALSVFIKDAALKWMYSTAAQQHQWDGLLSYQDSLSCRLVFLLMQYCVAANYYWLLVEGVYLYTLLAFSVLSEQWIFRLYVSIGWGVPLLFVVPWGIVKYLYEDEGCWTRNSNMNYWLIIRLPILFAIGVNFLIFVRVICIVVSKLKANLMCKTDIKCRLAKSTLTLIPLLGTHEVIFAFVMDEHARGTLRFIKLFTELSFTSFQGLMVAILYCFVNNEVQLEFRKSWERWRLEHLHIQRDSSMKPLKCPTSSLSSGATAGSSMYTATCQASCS
#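 Inverse agonism was detected as reduced cAMP-driven luciferase luminescence after 24 h compound treatment. The cells were HEK293 clones expressing constitutively active human GLP-1R with the reporter. Reporter-only and GPR119 cell lines served as counterscreen controls.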
# PI5P4Ka inh: blocks human PI5P4K alpha kinase activity; max response, %; actives 1.2% (n = 330,000); PI5P4Kalpha enzyme, ADP-Glo luminescence, 60 min; stronger effect = lower value; P48426; active means max response of -50% or lower; inconclusive means between -30% and -50%; inactive means -30% or higher; further: value at the top dose of about 77 µM; on the % scale 0 is the no-effect control and ±100 the full control effect
#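 Reactions run in 0.038 M HEPES pH 7.4, 0.28 mM EGTA, 0.1% CHAPS and 5% DMSO, with PI5P4Kalpha, substrate, compound and 5 microM ATP final, one hour at room temperature. Readout is ADP-Glo luminescence.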
# EPAC1 antagonist: blocks human EPAC1 exchange factor | Potency, µM (series often up to 115 µM), without a hit: at the highest dose activity change, negative = inhibition, actives largely listed as inhibitors | O95398 | EPAC1 GEF assay, Rap1b-BODIPY-GDP exchange fluorescence | actives 0.14% (n = 360,000);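 further: potency means the concentration at half of the fitted maximal effect; plate controls were vehicle for no effect and positive control for full effect; nearly all actives have a fitted effect of over 50% in size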
# PLK1 PBD inh: inhibitors of human PLK1 polo-box domain binding; P53350; Plk1 PBD binding of FITC phosphopeptide, fluorescence polarization; Potency, µM, inactives show max response, negative = inhibition, usual class: inhibitors; actives 2.8% (n = 360,000); further: potency means the concentration at half of the fitted maximal effect; series mostly up to about 57 µM; on the % scale 0 is the no-effect control and ±100 the full control effect; nearly all actives have a fitted effect of over 65% in size
# EPAC1 ag: EPAC1 (human) agonism. EPAC1 agonist qHTS, biochemical assay; response scale: 100% = response to 6.5 mM cAMP. Potency, µM (series often up to 154 µM), for the others: at the top dose activation, usual class: activators. actives 0.073% (n = 360,000). O95398; further: potency means the concentration at half of the fitted maximal effect; nearly all actives have a fitted effect of over 60% in size
#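 Nucleotide exchange by EPAC1 (100 nM) on Rap1B–BODIPY-GDP (250 nM) in the presence of 50 uM GDP is tracked fluorescently at 480/540 nm over 30 min. Signals are normalized to a 6.5 mM cAMP control.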
# HEK293 tox: cytotoxic in the GLP-1 receptor inverse agonist counter-screen; actives 0.13% (n = 410,000); Potency, µM (titrated, usually from 38.3 µM), for inactives: top-dose activity change, negative = inhibition, hits mostly inhibitors; HEK293 cAMP-luciferase reporter cells, luminescence, 24 h; AID 624418;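 further: loss of luciferase light is scored as toxicity; potency means the concentration at half of the fitted maximal effect; on the % scale 0 is the no-effect control and ±100 the full control effect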
#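 A 23 nL compound transfer followed 12 hours of cell culture at 37 deg C; exposure then lasted 24 hr. Luciferase assay detection reagent was dispensed and plates read for luminescence after a 12 min room-temperature wait.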
# IL2 activator: activators of IL-2. IL-2 activation reporter assay, cell-based qHTS; stimulated with anti-CD3/CD4/CD28 beads; in transgenic mouse T cells. activation, % (series mostly up to about 46 µM). actives 0.065% (n = 360,000). AID 652025; in the data active means activation above about 50%; inconclusive means mostly about 30% to 49%; further: 0% is about no effect
#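 Unstimulated transgenic mouse T cells; 60-min compound exposure; bead-based TCR/CD4/CD28 stimulation; 18 h culture, 37 degrees C; dual fluorescence (EGFP, DsRed) plate cytometry.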
# PTHR1 agonist: PTHR1 (human) receptor agonism; actives 0.075% (n = 410,000); Potency, µM (titrated, usually from 115 µM), for the others: at the highest dose activation, usual class: activators; HEK293 GP2 PTHR1 cells, GloSensor cAMP luminescence, 1 h; further: potency means the concentration at half of the fitted maximal effect; nearly all actives have a fitted effect of over 55% in size; some results filed as inactive show a strong effect at the top dose; inactives centre near -15; many of its hits are not listed in these tables
# Target sequence (Q03431 whole entry, looked up): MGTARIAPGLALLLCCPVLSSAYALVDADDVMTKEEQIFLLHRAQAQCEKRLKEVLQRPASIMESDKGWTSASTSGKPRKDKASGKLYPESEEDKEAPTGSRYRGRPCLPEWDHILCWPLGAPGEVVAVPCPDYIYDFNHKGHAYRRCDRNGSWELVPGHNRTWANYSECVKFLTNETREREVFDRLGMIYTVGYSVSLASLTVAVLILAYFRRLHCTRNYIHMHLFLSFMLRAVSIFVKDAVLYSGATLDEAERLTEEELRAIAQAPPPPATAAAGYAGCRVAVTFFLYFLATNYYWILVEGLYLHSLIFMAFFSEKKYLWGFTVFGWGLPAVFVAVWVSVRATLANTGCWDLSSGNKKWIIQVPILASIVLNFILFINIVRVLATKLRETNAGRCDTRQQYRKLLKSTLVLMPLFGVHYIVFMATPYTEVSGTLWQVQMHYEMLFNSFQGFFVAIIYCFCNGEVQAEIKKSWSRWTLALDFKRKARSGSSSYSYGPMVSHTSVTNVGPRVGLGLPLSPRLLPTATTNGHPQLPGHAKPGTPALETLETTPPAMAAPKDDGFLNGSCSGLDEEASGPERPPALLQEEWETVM
#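 HEK-293-derived GP2 cells expressing PTHR1 and a GloSensor cAMP reporter, 3,000/well, plated overnight, given luciferin plus IBMX (each 0.5 mM as added) for 1 h at 37 °C, then compound for 1 h at 37 °C. Luminescence was read after 15 min at room temperature.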
# GLP1R ag: GLP-1 receptor (human) agonism; P43220; HEK293 GLP-1R CRE-luciferase, luminescence, 4-6 h; cells express a hypersensitive GLP-1R form; Potency, µM (doses to about 45.6 µM), inactives show at the top dose activation, hits mostly activators; actives 0.007% (n = 380,000); AID 624172; further: potency means the concentration at half of the fitted maximal effect; % of control where 0% means no effect
# The depositor's hits bear a star; i = inactive; ? = inconclusive; nt = no result given; & = joins results of further samples; [ ] = remark or other dose. Unless noted, the call rests on the fitted dose curve; in most records, active means well fitted curve in the direction sought with a large enough effect; inconclusive means small, poorly fitted or top-dose-only effect, or another doubt; inactive means no such curve, though single readings can be large; an effect the other way counts as inactive or inconclusive. Some of the compounds tested (hit frequency here may not be typical).
# Values run as follows: GLP-1R inv ag	PI5P4Ka inh	EPAC1 antagonist	PLK1 PBD inh	EPAC1 ag	HEK293 tox	IL2 activator	PTHR1 agonist	GLP1R ag
[1] Cn1c(NNC(=O)CCC2CCCCC2)cc(=O)n(C)c1=O
    7%	-3	8%	-11%	-10%	-3%	-1.3	-17%	0%
[2] O=C(ONC(=O)C1C2C=CC(C2)C1C(=O)NOC(=O)c1ccccc1)c1ccccc1 (stereo not drawn)
    96%[activator]	-4	-1%	6%	0%	-23%	-0.3	i	-2%
[3] COC(=O)c1ccc(CNCC(O)COc2ccc(-c3ccccc3)cc2)cc1 (stereo not drawn)
    17%	79	-4%	7%	0%	29%	0.6	i	5%
[4] COC(=O)c1sccc1NN1C(=O)c2ccccc2C1=O
    -23%	-3	1%	3%	0%	-14%	-0.5	i	0%
[5] COc1cc(S(=O)(=O)NCC2OCCc3ccccc32)ccc1-n1cnnn1 (stereo not drawn)
    4%	nt	-1%	-11%	6%	-5%	-2.9	-2%[57.5 µM]	8%
[6] CCN1C(=O)[C@H]2[C@@H](c3ccc(C(F)(F)F)cc3)N[C@]3(CCCN(Cc4ccc(Cl)cc4)C3=O)[C@H]2C1=O
    10µM*	-3	-17%	4%	-9%	5%	-2.7	-20%	-5%
[7] COc1cc(C2CC(C(F)(F)F)n3ncc(C(=O)O)c3N2)cc(OC)c1OC (stereo not drawn)
    0%	-4	2%	0%	-13%	3%	-1.2	i	2%
[8] Cc1nn2cc(-c3ccc(N)cc3)nc2s1
    0%	nt	12%	-1%	7%	-9%	3.0	-14%[57.5 µM]	-4%
[9] O=c1oc2ccccc2c(O)c1/C=C1\C=Nc2ccccc21
    -11%	-56*	5%	0.6µM*	3%	13%	0.3	-5%[57.5 µM]	-9%
[10] Cc1nc2sc3c(O)cc(=O)[nH]c3c2c(C)c1C
    7%	?	0%	-8%	12%	-5%	0.8	-11%[57.5 µM]	-12%
[11] COCCNC(=O)c1ccc2c3n(nc2c1)-c1ccc(C)cc1CO3
    3%	-6	7%	4%	-9%	1%	-0.3	i	-5%
[12] COc1ccc(S(=O)(=O)Nc2cccc(C)n2)c2ccccc12
    3%	7	-2%	-1%	2%	4%	-0.1	-7%	-5%
[13] COc1cc(/C=N\NC(=O)c2ccc(Cn3cc(Br)c([N+](=O)[O-])n3)o2)cc(OC)c1O
    0%	7	-7%	-10%	5%	5%	0.9	i	-1%
[14] O=C(Nc1nccs1)C12CC3CC(C1)CC(C(=O)Nc1nccs1)(C3)C2
    4.5µM*	0	14%	-9%	-9%	-14%	-0.1	-12%	-23%
[15] CC(C)Cn1c(O)c(N=NC(=O)c2cccc(S(=O)(=O)N3CCCCC3)c2)c2ccccc21
    ?	-1	-25%	-14%	10%	14%	0.9	-1%	0%
[16] COc1ccc2c(c1OC)C(=O)OC2Nc1nc(-c2cc3cc([N+](=O)[O-])ccc3oc2=O)cs1 (stereo not drawn)
    7%	-15	-1%	-27%	-2%	18%	-3.0	-19%	6%
[17] O=C(O)c1ccc2nc(CO)[nH]c2c1
    -10%	0	6%	-6%	5%	-4%	-2.6	-5%	4%
[18] CC(=C1C(=O)c2ccccc2C1=O)N1CCN(c2ccccn2)CC1
    1%	-13	1%	-21%	-2%	5%	-1.5	i	-14%
[19] Cc1nn(C(C)C(=O)Nc2ccc3c(c2)OCO3)c(C)c1[N+](=O)[O-] (stereo not drawn)
    12%	-4	12%	-4%	7%	1%	-0.7	i	7%
[20] Cc1ccc2sc(-c3ccc(NC(=O)/C=C\C(=O)O)cc3)nc2c1
    ?	-24	4%	?	-7%	8%	3.8	-43%	-1%
[21] Cc1ccc(NC(=O)CCC(=O)OCCCC(F)(F)C(F)(F)F)cc1
    4%	11	-14%	3%	-10%	15%	0.4	i	-4%
[22] O=C(CSc1nnc(CNC(=O)c2ccco2)o1)NC1CCCC1
    2%	-2	19%	-5%	-1%	-13%	0.8	13%[57.5 µM]	-7%
[23] CCn1nnnc1SCC(=O)c1cc(Cl)ccc1OC
    1%	7	-3%	-6%	-6%	4%	-2.4	i	-2%
[24] O=C(NCc1cccnc1)c1ccc(S(=O)(=O)N2CCCCC2)cc1
    1%	nt	6%	?	-2%	5%	-0.6	-9%[57.5 µM]	-10%
[25] Cc1ccc(-c2csc(N3C(=N)SCC3=O)n2)cc1
    4%	-17	?	-7%	4%	8%	-2.7	-17%	0%
[26] C=CCNC(=S)NNC(=O)COc1c(Cl)cc(Cl)cc1Cl
    -28%	-11	-6%	-10%	2%	?	8.4	21%	0%
[27] COc1cc(C)c(Cl)c(C)c1S(=O)(=O)NCc1cccnc1
    8%	0	0%	-10%	6%	8%	-1.3	i	-5%
[28] NS(=O)(=O)c1ccc(N/N=C/c2cn(-c3ccccc3)nc2-c2cccs2)cc1
    ?	-23	-20%	-8%	12%	?	-3.7	i	-30%
[29] COc1ccc(CNC(=O)Cn2ncn3c(cc4ccccc43)c2=O)cc1
    0%	9	-9%	-1%	0%	0%	-0.9	-4%	-1%
[30] COc1ccc(S(=O)(=O)CC2(O)CCN(C(=O)CC(C)C)CC2)cc1
    6%	4	-2%	-8%	12%	9%	1.7	i	1%
[31] CCCCc1n(CC(=O)c2ccc(Cl)cc2)c2ccccc2[n+]1C
    -28%	6	-4%	-3%	-13%	-17%	-2.3	0%	4%
[32] CN(C)CCn1c(=O)n(Cc2ccco2)c(=O)c2c3c(sc21)CCCCC3
    ?	nt	0%	-13%	12%	0%	-1.7	-2%[57.5 µM]	?
[33] O=C(CCCCn1c(=O)c2ccccc2n(Cc2ccccc2)c1=O)NC1CCN(Cc2ccccc2)CC1
    -12%	4	6%	-5%	0%	?	-3.8	i	7%
[34] CCCCCCn1c(=O)n2n(c1=O)[C@@H]1CN(S(=O)(=O)c3ccc(C)cc3)C[C@]1(O)[C@@H](OC(=O)Nc1c(C)noc1C)C2
    -14%	1	3%	-21%	-18%	5%	0.0	i	7%
[35] O=C(NCc1ccc2c(c1)OCO2)c1ccc(Cl)nc1
    -6%	9	-16%	-5%	-11%	-1%	0.1	i	2%
[36] C#CCOCCOCCOCCNc1nc(N2CCN(C(=O)CCCCCCCCCCNC(=O)[C@@H](CCSC)n3cc(CCO)nn3)CC2)nc(N2CCN(C(=O)CCCCCCCCCCNC(=O)[C@H](CCCN=C(N)N)n3cc(C[C@@H](C)CC)nn3)CC2)n1
    -10%	-79*	?	15%	-20%	-10%	-0.6	8%	16%
[37] NC(=NC1CCCCC1)NS(=O)(=O)c1ccccc1
    8%	-7	-2%	1%	-1%	5%	-2.5	i	4%
[38] CNc1cnc(-c2ccc(C(=O)N3CCOCC3)cc2)cn1
    4%	-4	-19%	1%	-11%	-4%	0.0	i	5%
[39] COc1cccc(CN(C)S(=O)(=O)c2c(C)noc2C)c1OC
    -3%	-3	-10%	-3%	-1%	1%	-3.9	i	3%
[40] COc1ccc(N2CCN(C(=O)CSc3ccccc3)CC2)cc1
    30%	nt	-3%	-10%	1%	22%	-1.6	-9%[57.5 µM]	?
[41] OCCC1CN(Cc2nc(-c3ccccc3)cs2)CCN1CCc1ccccc1 (stereo not drawn)
    10µM*	9	-14%	-4%	11%	-29%	-0.3	-10%	9%
[42] Cc1ccc(N(C(=O)c2csnn2)C(C(=O)NCc2ccccc2)c2cccnc2)cc1 (stereo not drawn)
    16%	5	9%	-5%	5%	-2%	-0.5	-20%	7%
[43] COc1ccccc1NC(=S)NC(NC(C)=O)C(Cl)(Cl)Cl (stereo not drawn)
    -14%	8	-14%	?	-5%	-3%	2.7	27%	-5%
[44] CS(=O)(=O)N(CC(=O)Nc1ccc(C(N)=O)cc1)C1CCCCC1
    -22%	-3	-3%	-7%	7%	-13%	2.9	i	-2%
[45] COc1ccc(CCN(C)CC(=O)Nc2cc(C)nc3ccccc23)cc1OC
    4%	-6	10%	-2%	-5%	-9%	-4.1	-15%	-1%
[46] O=C(COc1ccc(Br)cc1)N(Cc1ccccc1)c1ccccn1
    -1%	10	-2%	-1%	12%	1%	-5.2	-8%	-1%
[47] O=C(NCC1CCCN(Cc2ccc3nonc3c2)C1)c1cccc(C(F)(F)F)c1 (stereo not drawn)
    ?	3	-4%	-6%	-12%	-13%	1.1	-12%	7%
[48] COc1ccc(C2CC(c3ccccc3)=NN2c2ccc(N)cc2)cc1 (stereo not drawn)
    ?	1	-1%	-5%	21%	107%[activator]	2.1	-4%	-2%
[49] Cc1ccc(-c2cc(C(=O)N(C)CC(=O)Nc3ccccc3Br)c3ccccc3n2)o1
    ?	-21	-5%	-12%	9%	19%	-5.5	-15%	-6%
[50] COc1ccccc1NC(=O)Cc1ccsc1
    -12%	-8	8%	0%	-12%	-2%	-0.8	-4%	-4%

# New compounds follow:
# Values run as follows: GLP-1R inv ag	PI5P4Ka inh	EPAC1 antagonist	PLK1 PBD inh	EPAC1 ag	HEK293 tox	IL2 activator	PTHR1 agonist	GLP1R ag
[51] COC(=O)/C=C(\C)NC(=O)c1ccc(F)cc1
    16%	1	-11%	-9%	-2%	14%	0.2	i	17%
[52] COc1ccccc1C(=O)Nc1nc2nc(-c3ccccc3)cc(=O)n2[nH]1
    1%&8%	-19	-6%	-10%	-6%	5%&13%	-0.2	19%	-7%
[53] COC(=O)[C@@]1(Cc2ccc(F)cc2)[C@H]2c3cc(C(=O)N4CCCC4)n(CCO)c3C[C@H]2CN1C(=O)c1ccccc1
    9%	-2	1%	-6%	-5%	1%	-0.1	-5%	4%
[54] CC(NC(=O)c1cc(S(=O)(=O)N(C)C)ccc1N1CCCC1)C1CC2CCC1C2 (stereo not drawn)
    -2%	2	5%	1%	3%	6%	-0.3	0%	7%
[55] Oc1c(Br)cc(Br)cc1/C=N/c1nc2c(s1)CCCC2
    ?	-54*	-3%	?	7%	28%	-0.3	i	-4%
[56] CCNC(=O)COC(=O)c1cc(-c2ccccc2)nn1-c1ccccc1
    -1%	-9	-3%	-3%	7%	14%	-0.6	-10%	6%
[57] Cc1ccc(SCCC(=O)N(C)CC(=O)Nc2c(C)cccc2C)cc1
    -23%	9	-2%	-8%	12%	19%	-2.5	i	-6%

# Assay outcomes deposited in PubChem BioAssay by National Center for Advancing Translational Sciences (NCATS).
